# GPR151 ag – human GPR151 activation | PathHunter beta-arrestin GPR151 cells, luminescence | activation, % at 11.2 µM | 1% of 650,000 active; in the data active = activation above about 4.9%;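 also: 0% = median of compound wells and 100% = cells with positive control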
# Target sequence (Q8TDV0 whole entry, looked up): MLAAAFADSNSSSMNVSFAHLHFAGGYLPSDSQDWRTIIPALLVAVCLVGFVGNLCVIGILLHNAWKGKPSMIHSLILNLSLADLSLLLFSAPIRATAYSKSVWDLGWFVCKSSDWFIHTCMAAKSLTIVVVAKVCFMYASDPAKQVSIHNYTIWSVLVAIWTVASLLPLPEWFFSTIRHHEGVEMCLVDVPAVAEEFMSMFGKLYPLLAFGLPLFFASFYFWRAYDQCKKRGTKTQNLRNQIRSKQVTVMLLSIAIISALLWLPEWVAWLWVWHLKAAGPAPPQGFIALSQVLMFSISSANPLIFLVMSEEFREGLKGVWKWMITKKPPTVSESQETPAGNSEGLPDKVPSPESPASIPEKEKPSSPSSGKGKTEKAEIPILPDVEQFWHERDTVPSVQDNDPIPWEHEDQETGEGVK
# FBW7 act – activators of human E3 ligase FBW7; 0.13% of 650,000 active; AlphaScreen FBW7–phospho-cyclin E peptide binding, activator screen; Q969H0; AID 1259310; normalized activity (activation), % at 26.1 µM; in the data active = normalized activity above about 1.9%;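 also: purified mutant Fbw7 with reduced substrate affinity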
# Target sequence (Q969H0 whole entry, looked up): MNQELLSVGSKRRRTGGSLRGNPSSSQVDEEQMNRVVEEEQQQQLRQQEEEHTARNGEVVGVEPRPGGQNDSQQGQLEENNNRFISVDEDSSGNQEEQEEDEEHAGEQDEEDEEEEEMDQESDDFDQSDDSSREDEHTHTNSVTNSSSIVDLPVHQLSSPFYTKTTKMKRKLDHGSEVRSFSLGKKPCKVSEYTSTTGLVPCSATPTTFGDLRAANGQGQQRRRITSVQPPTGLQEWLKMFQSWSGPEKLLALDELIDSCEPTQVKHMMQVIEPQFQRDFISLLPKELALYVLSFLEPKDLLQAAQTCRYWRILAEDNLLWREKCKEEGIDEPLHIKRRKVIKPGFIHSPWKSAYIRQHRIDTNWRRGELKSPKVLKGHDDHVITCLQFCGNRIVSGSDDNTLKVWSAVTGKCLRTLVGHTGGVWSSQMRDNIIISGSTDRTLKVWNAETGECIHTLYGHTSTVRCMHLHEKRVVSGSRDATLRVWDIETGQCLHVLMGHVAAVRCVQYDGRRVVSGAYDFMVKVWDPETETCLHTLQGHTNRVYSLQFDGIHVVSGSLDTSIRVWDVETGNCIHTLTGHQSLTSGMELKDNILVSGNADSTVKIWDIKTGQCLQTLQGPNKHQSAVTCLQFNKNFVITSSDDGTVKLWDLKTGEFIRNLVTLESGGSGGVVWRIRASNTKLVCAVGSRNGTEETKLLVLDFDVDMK
# MITF primary – inhibitors of human MITF. AlphaScreen MITF homodimerization, bead proximity signal. inhibition, % at 2.6 µM. O75030. 0.91% of 650,000 active; in the data active = inhibition above about 50%;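 also: 0% = vehicle wells with protein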
# TEAD-YAP inh – TEAD-YAP interaction inhibition. HEK-TIYL cells, TEAD-Gal4/YAP UAS-luciferase luminescence. 1.4% of 640,000 active. inhibition, % at 9.12 µM; in the data active = inhibition above about 32%;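 also: 0% = median of test compound wells and 100% = reference inhibitor wells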
# Numbers without * were called inactive; & = joins results of further samples.
SMILES,GPR151 ag,FBW7 act,MITF primary,TEAD-YAP inh
Cc1ccc(NS(=O)(=O)c2ccc(Br)s2)cc1,-0.4,0.0,-4,2
O=C(NNC(=S)NCc1ccc(F)cc1)c1cc(Br)ccc1O,-0.7,-0.1,5,-6
O=C(/C=C/c1ccc(OCc2ccccc2)cc1)NCc1ccco1,8.0*,-0.1,3,14
CN(C)C(CNCC(=O)NC1CCCc2ccccc21)c1ccccc1 (stereo not given),-0.1,-0.1,76*,6
CC1CCCCC1NC(=O)CCn1nc(-c2ccc(Cl)cc2)ccc1=O (stereo not given),1.1,0.0,-1,1
CN(C)c1ccc(/C=C2\CCCCC2=O)cc1,0.0,-0.2,-10,-49
Cc1c(N=Cc2nc3ccccc3n2C)c(=O)n(-c2ccccc2)n1C,-3.3,-0.1,-2,-17
NC(=O)c1cccnc1NCc1ccccc1,-0.8,0.1,9,6
CC(c1ccccc1)c1cc(Cl)ccc1O (stereo not given),0.8,0.0,-6,3
O=C(Nc1nc(-c2ccc(Oc3ccccc3)cc2)cs1)c1cc(Cl)ccc1[N+](=O)[O-],-0.3,-0.1,18,11
Cc1ccc(-c2cc(-c3ccco3)c(C#N)c(SCC(=O)Nc3cccc(C)c3)n2)cc1,0.4,0.2,9,-10
O=C(CCCn1c(SCc2cc(=O)oc3cc(O)ccc23)nc2ccccc2c1=O)NCC1CCCO1 (stereo not given),0.1,0.0,4,12
O=C1C2C3C=CC(C3)C2C(=O)N1c1ccccn1 (stereo not given),0.2,-0.1,-2,10
COc1ccc2c(c1)N(C)/C(=C1/SC(=S)N(N)C1=O)S2,0.6,-0.2,6,-58
COC(=O)c1ccccc1NC(=O)CSc1nc2ccc(N3C(=O)c4ccc([N+](=O)[O-])cc4C3=O)cc2s1,-0.5,0.2,8,1
O=S(=O)(O)c1ccc2ccc3ccccc3c2c1,0.1,-0.2,-2,-4
O=C(Nc1ccc(F)c(Cl)c1)C1CCCN1S(=O)(=O)c1cccc2cccnc12 (stereo not given),-0.5,0.7,2,1
CCOC(=O)Cn1cnc2c(nnn2-c2ccc(OC)cc2)c1=O,-0.2,0.8,9,8
Cc1ccc(C(=O)O/N=C(\N)c2ccc(Cl)cc2)cc1[N+](=O)[O-],-1.1,0.2,10,7
CCOC(=O)c1ccc(CN(Cc2ccccc2C)S(=O)(=O)c2ccc(Br)cc2)cc1,0.2,0.0,-7,-6
Cc1nn(C(=O)c2ccccc2F)cc1[N+](=O)[O-],-0.4,0.0,4,3
O=C(Nc1ccc2c3c(cccc13)CC2)c1ccc([N+](=O)[O-])cc1[N+](=O)[O-],-0.9,-0.1,-2,6
CCCCOc1ccc(C(=O)NCC(=O)NNC(=O)c2ccco2)cc1,0.4,1.0,21,-1
CCC(NC(=O)c1ccccc1NC(=O)c1ccc(OC)cc1)C(=O)NC1CCCCC1 (stereo not given),1.0,0.0,4,3
O=C(/C=C/c1ccco1)N(NC(=O)C(O)(c1ccc(Cl)cc1)c1ccc(Cl)cc1)c1ccccc1,-0.6,-0.1,-20,-1
COc1cc(Nc2ccn3ncc(-c4ccc(O)cc4)c3n2)cc(OC)c1OC,-0.9,0.3,-3,4
Cc1ccc(CSc2nc3ccccc3c(=O)n2CCc2ccccc2)cc1,-2.4,0.1,-15,3
O=C(NCCCN1CCOCC1)c1ccc2c(=O)n(-c3ccc(F)cc3)c(SCc3cccc(F)c3)nc2c1,-0.6,-0.1,0,10
Cc1cccc(N=Cc2c(C)[nH]n(-c3ccc(C)c(C)c3)c2=O)c1,-1.0,-0.2,-10,-8
O=C(NC1CCCC1)c1cc2nc(-c3ccc(Br)cc3)cc(C(F)(F)F)n2n1,1.6,0.0,-3,-13
Cc1ccc2ccccc2c1CSc1ncc(-c2ccccc2)[nH]1,-0.9,0.4,12,-1
CC(=O)N1c2ccccc2NC2=C(C(=O)CC(C)(C)C2)C1c1cccc(F)c1 (stereo not given),2.1,0.0,-5,-3
O=C(Nc1ccc(SC(F)F)cc1)c1cccs1,-0.4,0.1,6,-41
Cc1cc(C)n2nc(Nc3ccccc3)c(C(N)=O)c2n1,0.0,-0.2,8,-7
COc1ccc(C2(O)CSC3=C(C#N)C(c4ccccc4OC)CC(=O)N32)cc1OC (stereo not given),-0.2,0.0,-6,-11
CCCCOC(=O)c1ccc(N2C(=O)c3ccc(C(=O)OC)cc3C2=O)cc1,-0.8,-0.2,6,-17
CC(=O)c1ccc2c(c1)nc(C)n2-c1ccccc1,-0.3,0.3,20,-24
Cc1cccc(C2=N/C(=C\c3ccc(I)o3)C(=O)O2)c1,5.3*,-0.1,-10,8
CCCNC(=O)Cn1cnc2sc(C(=O)N(C)Cc3ccccc3)c(C)c2c1=O,0.9,0.6,9,-1
CCNc1nc(C#N)nc(N2CCCCC2)n1,2.4,0.0,3,41*
Cc1nc2c(c(C)c1CCC(=O)N1CCCCCC1)c(=O)n(C)c(=O)n2C,-0.4,0.1,0,51*
CCc1cccc(NC(=O)C2CCCC2)c1,10*,-0.1,7,-17
CCCNC(=O)c1ccc(N2CC3CC(C2)c2cccc(=O)n2C3)c(NC(=S)Nc2ccc(CC)cc2)c1 (stereo not given),-0.9,-0.3,-8,-16
CCOc1ccc(Br)cc1/C=N\NC(=O)c1cc(C)[nH]n1,7.1*,0.2,20,-1
COC(=O)CCNC(=O)N1CCOc2ccccc21,0.7,0.0,3,8
O=C1CN(C(=O)COC(=O)c2ccco2)c2ccccc2N1,0.8,-0.1,7,3
CC(C)Cc1cc(C(=O)N2CCN(c3ccc(F)cc3)CC2)no1,-0.7,0.7,2,8
COc1ccc(OC)c(NC2=C(Cl)C(=O)N(Cc3ccccc3)C2=O)c1,-2.0,0.3,26,9
COc1ccc(NS(=O)(=O)c2ccccc2Br)cc1S(N)(=O)=O,-0.4,0.3,5,0
CCOc1ccc(N2C(=O)C3C(C(=O)OC)=NN(C(C)=O)C3C2=O)cc1 (stereo not given),2.9,-0.1,7,1
CC(C)n1cc(C(=O)N2CCCCC2c2nc3ccccc3[nH]2)cn1 (stereo not given),0.3,0.3,20,10
CC(C)(C)C(=O)NCc1ccc(Cl)c(Cl)c1,0.7,-0.2,2,7
C/C(=N\OC(=O)c1c(-c2ccccc2Cl)noc1C)c1ccncc1,0.0,-0.2,12,0
COCC1=C(C(=O)OC)C(c2ccccc2C(F)(F)F)C(C#N)=C(N)O1 (stereo not given),0.0,0.1,-6,7
COc1ccc(S(=O)(=O)N(CC(=O)Nc2ccc3ccccc3c2)c2ccc(C)cc2)cc1,0.6,-0.1,14,-10
Cc1ccccc1C(=O)Nc1sc2c(c1C(=O)N1CCOCC1)CCCCC2,-2.9,0.1,5,0
CCOc1ccc2nc(NC(=O)Nc3cccc(OC)c3)sc2c1,0.0,-0.1,4,-18
COc1ccc(N2CCN(C(c3cccs3)C(C)NC(=O)c3cccnc3)CC2)cc1 (stereo not given),0.3,-0.2,-6,0
Cc1ncc([N+](=O)[O-])n1CC(=O)NC(C)(C)C,1.7,0.0,-3,-3
COc1ccc(-c2noc(CCC(=O)N(C)c3ccccc3C)n2)cc1,0.5,0.9,12,6
# Going on with the list:
SMILES,GPR151 ag,FBW7 act,MITF primary,TEAD-YAP inh
C=CCn1c(O)c(C2=c3ccccc3=NC2=O)sc1=Nc1ccc(C(=O)O)cc1,0.0,0.1,6,3
O=C(N/N=C/c1ccco1)c1cc(-c2cccs2)[nH]n1,-0.7,-0.1,2,-11
Cc1cccc(Nc2nnc(SCC(=O)NC(=O)NC(C)(C)C)s2)c1,-0.5,0.5,15,-42
Cc1ccc(C2N(c3cccc(Cl)c3)C(=O)C3CCCN32)o1 (stereo not given),-0.6,0.2,-17,-4
Cc1ccc(Nc2nc(N3CCOCC3)nc(N3CCOCC3)n2)cc1,-0.9,0.1,-9,1
Nc1sc2c(c1C(=O)Nc1ccccc1Cl)CCC2,-0.2,0.0,-14,14
CCOc1ccccc1NC(=O)C(=O)NCCCOC,-0.9,0.1,-1,3
CCCCN(C)C(=O)C1CCN(S(=O)(=O)c2cccc3nsnc23)CC1,-1.6,0.6,9,9
O=C(NCc1cccnc1)c1cnc2scc(-c3ccc(Cl)s3)n2c1=O,0.0,-0.5,10,1
CCc1ccc(-n2c(=S)sc3c(=O)[nH]c(SCc4cccc(F)c4)nc32)cc1,0.7,-0.1,-3,0
COc1ccc(C(CNc2ccc(S(N)(=O)=O)cc2[N+](=O)[O-])N(C)C)cc1 (stereo not given),-0.4,0.2,5,5
CCOC(=O)c1c(NC(=O)C(C)Sc2nnc(CNC(=O)Cc3ccccc3)n2C)sc2c1CCCC2 (stereo not given),3.7,-0.2,-8,3
CC(=O)N1CCN(CCOc2cccc(CN(C)Cc3ncc[nH]3)c2)CC1,-1.5,0.2,-9,10
CCC(C)(C(=O)NC1CCCC1)N(C(=O)C1CCC(=O)N1)c1ccc(C)cc1 (stereo not given),-2.4,0.0,3,8
CCOC(=O)Nc1nc2c(F)c(F)c(F)cc2s1,-0.7,1.0,6,-27
COc1ccc(-c2nn(-c3ccccc3)cc2CO)cc1OC,0.2,0.0,-2,-27
CCCC(=O)Nc1ccccc1NC(=O)COc1ccc(OC)cc1,0.5,0.0,3,6
CC(C)(C)NC(=O)NCC1CN(c2ccccc2)C(=O)O1 (stereo not given),0.4,0.1,-3,12
COc1ccc(OC)c(/C=C(/C#N)c2ccc([N+](=O)[O-])cc2)c1,1.8,0.0,-17,-3
O=C(COC(=O)c1cccnc1)Nc1ccccc1,3.9,0.0,0,9
Cn1cc(NC(=O)Nc2ccccc2C(F)(F)F)c(C(N)=O)n1,-0.2,0.3,6,8
CC(Oc1ccccc1)C(=O)Nc1c2c(nn1-c1ccc(F)cc1)CS(=O)(=O)C2 (stereo not given),2.4,0.0,-7,1
CCCCSc1nc(C)cc(=O)[nH]1,-1.0&0.0,0.0&0.2,8&3,3&7
CCn1nnc2c(NCc3ccc4[nH]c(C)cc4c3)ncnc21,3.0,-0.4,17,65*
Cc1ccc2c3c(ccc2n1)NC1=C(C(=O)CCC1)C3c1ccccc1C(F)(F)F (stereo not given),-0.6,0.1,-8,11
O=C(c1ccc(N2CCC(NCC3COc4ccccc4O3)CC2)cc1)N1CCOCC1 (stereo not given),-0.2,-0.1,10,12
Cc1ccc(N2C(=O)NC(NC(=O)C(C)(C)C)(C(F)(F)F)C2=O)cc1C (stereo not given),-3.4,0.1,-10,-6
CCc1c(C)sc(NC(=S)NNC(=O)Cc2cccs2)c1C(=O)OC,3.2,-0.2,-2,1
C=CCN(CC=C)C(=O)c1c(NC(=O)c2ccccc2F)sc2c1CCC(C(C)(C)C)C2 (stereo not given),-0.6,-0.2,5,5
Cc1nn(CC(=O)NCc2cccc(Cl)c2)c(=O)c2cc3occc3n12,-0.5,0.0,-4,-1
Cc1c(NC(=O)Nc2cccc(C(F)(F)F)c2)cccc1[N+](=O)[O-],1.4,-0.1,18,12
CC1=C(C(=O)NCCCN2CCCC2)C2(CCCCC2)OC1=O,2.6,0.1,3,3
COc1ccccc1CC(=O)Nc1cccc(I)c1,4.3,0.1,-12,-10
O=C(COc1ccc(-n2cnnn2)cc1)N1CCc2ccccc21,0.6,0.0,9,-2
Cc1ccc(Nc2nnc(C)c3ccccc23)c(C)c1,-0.3,0.0,15,8
CCS(=O)(=O)N1CCN=C1SCc1ccc(C(F)(F)F)cc1,2.4,0.2,3,7
CCCCNC(=O)C1c2ccccc2C(=O)N(C)C1c1ccc(OC)c(OC)c1 (stereo not given),2.1,0.2,10,-7
CCOC(=O)C1=C(C)N=c2s/c(=C/c3ccc(OC(C)=O)c(OCC)c3)c(=O)n2C1c1ccccc1 (stereo not given),-0.1,0.5,-2,-7
COCCn1cnc2sc(C(=O)NC3CCCCC3)c(C)c2c1=O,-0.5,-0.2,1,1
Cc1cc2c(cc3c(=O)n(CC(=O)O)nc(C)n32)s1,1.6,-0.1,14,2
CC(C)(C)SCCNC(=S)Nc1ccccc1,0.7,-0.1,5,-19

# Sorted by length of the SMILES (lowest first): some entries from above.
SMILES,GPR151 ag,FBW7 act,MITF primary,TEAD-YAP inh
CCS(=O)(=O)N1CCN=C1SCc1ccc(C(F)(F)F)cc1,2.4,0.2,3,7
CCCCNC(=O)C1c2ccccc2C(=O)N(C)C1c1ccc(OC)c(OC)c1 (stereo not given),2.1,0.2,10,-7
C=CCn1c(O)c(C2=c3ccccc3=NC2=O)sc1=Nc1ccc(C(=O)O)cc1,0.0,0.1,6,3

# Gathered by group: the entries above with an aryl thioether with sulfur outside any ring (11)
SMILES,GPR151 ag,FBW7 act,MITF primary,TEAD-YAP inh
Cc1ccc(-c2cc(-c3ccco3)c(C#N)c(SCC(=O)Nc3cccc(C)c3)n2)cc1,0.4,0.2,9,-10
O=C(CCCn1c(SCc2cc(=O)oc3cc(O)ccc23)nc2ccccc2c1=O)NCC1CCCO1 (stereo not given),0.1,0.0,4,12
COC(=O)c1ccccc1NC(=O)CSc1nc2ccc(N3C(=O)c4ccc([N+](=O)[O-])cc4C3=O)cc2s1,-0.5,0.2,8,1
Cc1ccc(CSc2nc3ccccc3c(=O)n2CCc2ccccc2)cc1,-2.4,0.1,-15,3
O=C(NCCCN1CCOCC1)c1ccc2c(=O)n(-c3ccc(F)cc3)c(SCc3cccc(F)c3)nc2c1,-0.6,-0.1,0,10
Cc1ccc2ccccc2c1CSc1ncc(-c2ccccc2)[nH]1,-0.9,0.4,12,-1
O=C(Nc1ccc(SC(F)F)cc1)c1cccs1,-0.4,0.1,6,-41
Cc1cccc(Nc2nnc(SCC(=O)NC(=O)NC(C)(C)C)s2)c1,-0.5,0.5,15,-42
CCc1ccc(-n2c(=S)sc3c(=O)[nH]c(SCc4cccc(F)c4)nc32)cc1,0.7,-0.1,-3,0
CCOC(=O)c1c(NC(=O)C(C)Sc2nnc(CNC(=O)Cc3ccccc3)n2C)sc2c1CCCC2 (stereo not given),3.7,-0.2,-8,3
CCCCSc1nc(C)cc(=O)[nH]1,-1.0&0.0,0.0&0.2,8&3,3&7

# Screening results from PubChem.

# Compounds were not picked by outcome (roughly 3.4% active in at least one column).
